DAX1 inh-1 = blocks DAX1 repression of SF-1 activated StAR promoter | inhibition, % at 6.8 µM | AID 652010 | HEK293T StAR-luciferase reporter, SF-1/DAX-1 repression relief | 370,000 tested, 1.1% active;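 active = inhibition above the mean over all tested compounds plus 3 SD, cut at about 3.6% in these data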;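 note: 0% = DAX-1 cells with DMSO and 100% = cells lacking DAX-1 with DMSO; higher inhibition means more luminescence from relief of DAX-1 repression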
NPR2 activator = GC-B (human) receptor activation; P20594; HEK293-GC-B cells, CNP EC30, cGMP TR-FRET; 0% at EC30 CNP, 100% saturating CNP; activation, % at 10 µM; 370,000 tested, 0.11% active; AID 1920062;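 active = activation at 10 µM reaching about 35% in either raw or pattern-adjusted values, limit read from the data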
Target sequence (P20594 whole entry, looked up): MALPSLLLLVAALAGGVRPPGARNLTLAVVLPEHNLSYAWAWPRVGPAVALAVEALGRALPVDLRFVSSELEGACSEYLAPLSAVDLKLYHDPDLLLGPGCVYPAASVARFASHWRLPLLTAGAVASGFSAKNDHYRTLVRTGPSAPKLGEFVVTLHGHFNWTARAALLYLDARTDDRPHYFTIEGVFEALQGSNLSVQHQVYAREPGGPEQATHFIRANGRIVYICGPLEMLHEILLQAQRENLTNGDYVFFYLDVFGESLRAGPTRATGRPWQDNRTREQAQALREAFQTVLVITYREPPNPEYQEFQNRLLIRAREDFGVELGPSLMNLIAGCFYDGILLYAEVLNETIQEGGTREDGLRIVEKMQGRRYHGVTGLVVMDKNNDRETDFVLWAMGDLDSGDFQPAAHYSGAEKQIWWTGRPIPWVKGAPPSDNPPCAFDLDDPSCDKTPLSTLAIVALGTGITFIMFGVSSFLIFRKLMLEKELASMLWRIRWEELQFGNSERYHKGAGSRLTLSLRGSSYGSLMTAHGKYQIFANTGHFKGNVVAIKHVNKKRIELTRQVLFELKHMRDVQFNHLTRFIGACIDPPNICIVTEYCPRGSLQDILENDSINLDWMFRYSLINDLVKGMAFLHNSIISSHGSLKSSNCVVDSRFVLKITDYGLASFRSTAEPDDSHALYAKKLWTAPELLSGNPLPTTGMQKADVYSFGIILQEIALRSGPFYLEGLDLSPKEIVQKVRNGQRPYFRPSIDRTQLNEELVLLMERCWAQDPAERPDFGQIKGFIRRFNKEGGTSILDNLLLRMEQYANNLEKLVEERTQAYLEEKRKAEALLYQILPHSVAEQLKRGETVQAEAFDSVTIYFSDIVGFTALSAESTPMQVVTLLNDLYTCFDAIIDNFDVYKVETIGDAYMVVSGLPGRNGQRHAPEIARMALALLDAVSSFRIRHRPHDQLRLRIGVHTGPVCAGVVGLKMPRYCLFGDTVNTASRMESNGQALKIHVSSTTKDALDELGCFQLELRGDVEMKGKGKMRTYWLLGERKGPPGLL
hcDAF12 agonist = H. contortus DAF-12 activation, primary screen. HEK293 hcDAF-12 lit1-tk-luc reporter, luminescence; 0% DMSO, 100% Δ7-dafachronic acid. activation, % at 6.8 µM. 370,000 tested, 1.4% active. AID 652067;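 active = activation above the mean of all tested compounds plus 3 SD, cut at about 5.5% in these data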;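 note: 100% = response to 3 µM Δ7-dafachronic acid high control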
GC-A act = GC-A (human) enzyme activation. AID 1671463. activation, % at 10 µM. HEK293 GC-A cells, cGMP TR-FRET, EC30 ANP; 0% at EC30 ANP, 100% saturating ANP. 370,000 tested, 0.14% active. P16066; in the data active = activation above about 40%
HGIII-sPLA2 inh = Inhibits HGIII-sPLA2 liposome hydrolysis, primary screen | 370,000 tested, 0.56% active | Q9NZ20 | AID 743126 | inhibition, % at 12.2 µM | QFRET BODIPY PC-A2 liposome hydrolysis, fluorescence;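 active = inhibition above mean plus 3 SD of compounds lying within the high and low control bounds, cut at about 19% in these data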;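 note: 0% = median of test compound wells and 100% = no enzyme DMSO wells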
SMARCA2 act = activators of SMARCA2 function. activation, % at 9.1 µM. MG213 cells, MMTV-luciferase reporter, dexamethasone, overnight. AID 652017. 370,000 tested, 1% active; in the data active = activation above about 7.8%;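 note: 0% = vehicle wells and 100% = reference activator wells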
GAA850 FXN act = activators of GAA850 frataxin (FXN) promoter; HEK293 lucGAA850 FXN promoter luciferase reporter, 24 h; percent of 10 µM SAHA response; activation, % at 6 µM; 360,000 tested, 0.56% active; AID 540364;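 active = activation above the average of all compounds screened plus 3 SD, cutoff fixed separately per campaign, cut at about 7.5% in these data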;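 note: 0% = DMSO wells and 100% = 10 µM SAHA wells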
KLK7 zymogen act = activates the human kallikrein-7 zymogen; P49862; purified proKLK7, EDANS-DABCYL substrate fluorescence; 100% is mature enzyme control, 0% vehicle; activation, % at 7 µM; 370,000 tested, 0.9% active;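 active = activation above the mean of all tested compounds plus 3 SD, computed per campaign excluding outliers beyond control limits, cut at about 13% in these data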
DAX1 inh-2 = NR0B1 (DAX1) inhibition; HEK293 Gal4-DAX1 luciferase reporter, luminescence; inhibition, % at 6.75 µM; 340,000 tested, 0.99% active; AID 504766;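 active = inhibition above the mean over all tested compounds plus 3 SD, cut at about 4.2% in these data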;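 note: 0% = DAX1-transfected cells with DMSO and 100% = empty-vector control cells with DMSO; inhibition shows as a rise in luminescence from relieved DAX1 repression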
hgDAF-12 ag = agonists of H. glycines DAF-12 nuclear receptor | HEK293 GAL4-hgDAF12 UAS-luciferase reporter, agonist luminescence; normalized to butyrate control | activation, % at 6.8 µM | 370,000 tested, 1.8% active | AID 687014;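 active = activation above a cutoff set at the mean of all screened compounds plus 3 SD, cut at about 10% in these data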;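 note: 0% = DMSO wells and 100% = sodium butyrate wells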
ssDAF12 agonist = activators of S. stercoralis DAF-12 nuclear receptor | HEK293 ssDAF-12/GRIP1 lit1-tk-luc reporter, luminescence; % of 3 µM dafachronic acid response | AID 652126 | 370,000 tested, 1% active | activation, % at 6.8 µM;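 active = activation above the mean over all tested compounds plus 3 SD, cut at about 0.9% in these data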;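 note: 0% = DMSO-only wells and 100% = 3 µM delta7-dafachronic acid wells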
Numbers without * were called inactive; . = no result given.

SMILES	DAX1 inh-1	NPR2 activator	hcDAF12 agonist	GC-A act	HGIII-sPLA2 inh	SMARCA2 act	GAA850 FXN act	KLK7 zymogen act	DAX1 inh-2	hgDAF-12 ag	ssDAF12 agonist
CC(=O)c1ccc(C(=O)NC2CCCN(Cc3ccc(Cl)cc3)C2)s1 (stereo unspecified)	-0.4	-2	0.6	-2	-10	2	-1.7	0.5	0.6	-2.8	-1.4
Cc1cccc(-c2c3c(=O)n(C)c(=O)n(C)c3cn2-c2ccccc2O)c1	0.3	-3	-1.6	6	-11	0	-3.6	-0.4	-1.1	2.2	-1.0
Oc1cccc2oc(=S)[nH]c12	0.4	-4	-0.1	-2	13	-4	-0.8	0.1	-0.6	0.8	-0.5
COc1cc2ncnc(NCc3ccc(C)o3)c2cc1OC	-0.5	1	-0.8	7	1	1	-0.1	-0.2	1.8	-3.7	-1.6
Cc1ccc(N(CC(=O)NCc2ccccc2)C(=O)CCC(=O)Nc2nccs2)cc1	0.0	1	0.0	-5	-4	0	-0.8	0.5	-1.4	-0.8	-1.3
CCOc1ccccc1NC(=O)CC1(CC(=O)N2CCOCC2)CCCC1	-0.1	1	-0.6	-4	8	1	1.8	0.1	-0.9	-2.0	-0.7
O=C(NC1CCCCN(Cc2ccc(Cl)cc2)C1=O)c1cccs1 (stereo unspecified)	-0.3	2	-0.4	0	10	-3	.	-0.1	.	-0.7	-0.5
CC(NC(=O)C1CCCCC1)C(c1cccs1)N1CCOCC1 (stereo unspecified)	-0.5	-1	-0.4	2	17	-2	-0.7	0.5	2.7	-1.9	-1.4
COc1cc(/C=N/N2CCN(Cc3ccc(Cl)cc3)CC2)ccc1OC(C)=O	0.3	1	-0.5	2	0	2	2.9	0.4	-1.6	1.0	-1.6
O=C(NCCSc1ccc(Cl)cc1)c1ccco1	0.3	3	-1.3	-1	0	2	-0.2	0.5	1.1	3.5	-1.5
Cn1cccc1Cc1nnc(SCC(=O)N2CCCC2)n1CCc1ccccc1	0.5	-9	-1.5	-2	-3	-1	0.9	0.9	2.6	-1.7	-1.0
Cc1ccc(-c2nn(-c3cc(N4CCNCC4)ccc3[N+](=O)[O-])c(=O)c3ccccc23)cc1	-0.5	-3	-0.7	9	10	-1	2.9	0.0	-0.7	-1.2	-1.1
Cc1ccc(S(=O)(=O)/N=C(/c2ccccc2)N2CCOCC2)c(C)c1	-0.1	-1	-2.1	-2	1	3	2.9	-1.0	.	-0.4	-1.1
COc1ccccc1N(C)S(=O)(=O)c1ccc(C(=O)N2CCC(C(N)=O)CC2)cc1	-1.5	3	-0.3	-5	4	0	-0.4	0.1	0.6	-1.4	-1.5
COC(=O)[C@@]12C[C@@H](CC(=O)NCc3cccc(C(F)(F)F)c3)C(=O)N(Cc3cccc4ccccc34)C1=CCC(C)(C)C2	-0.8	-8	-1.8	-6	-28	-3	.	0.0	.	0.5	-0.6

Record cards, from the list above. Screens in order: DAX1 inh-1 | NPR2 activator | hcDAF12 agonist | GC-A act | HGIII-sPLA2 inh | SMARCA2 act | GAA850 FXN act | KLK7 zymogen act | DAX1 inh-2 | hgDAF-12 ag | ssDAF12 agonist
Oc1cccc2oc(=S)[nH]c12 across the screens: 0.4 | -4 | -0.1 | -2 | 13 | -4 | -0.8 | 0.1 | -0.6 | 0.8 | -0.5
O=C(NCCSc1ccc(Cl)cc1)c1ccco1 across the screens: 0.3 | 3 | -1.3 | -1 | 0 | 2 | -0.2 | 0.5 | 1.1 | 3.5 | -1.5

(next part)
SMILES	DAX1 inh-1	NPR2 activator	hcDAF12 agonist	GC-A act	HGIII-sPLA2 inh	SMARCA2 act	GAA850 FXN act	KLK7 zymogen act	DAX1 inh-2	hgDAF-12 ag	ssDAF12 agonist
c1ccc(Nc2nc(N3CCCCC3)nc(N3CCNCC3)n2)cc1	-1.0	-1	-1.4	3	6	-4	0.7	-0.4	-0.5	3.9	-0.9
CCN(CC)CCn1c(SCC(=O)NCc2ccco2)nc2c(sc3ccccc32)c1=O	-0.4	-1	0.0	0	-3	5	0.6	-0.6	1.1	0.2	-1.0
S=c1[nH]nc(-c2n[nH]c3c2CCC3)n1/N=C/C=C/c1ccccc1	0.7	-5	0.7	-5	4	0	2.6	-0.7	.	-2.2	-0.8
CCOC(=O)C1=CN(Cc2ccco2)S(=O)(=O)N(CC)C1c1ccccc1 (stereo unspecified)	2.5	-4	2.6	-5	-10	2	1.4	0.4	-1.0	0.2	-0.6
CCCN(CC1CC1)C(=O)CSc1ncnc2sccc12	-0.2	0	-2.3	-5	3	3	0.8	0.3	-0.8	-1.8	-1.3
COc1ccc(C(Nc2ccc(S(=O)(=O)N3CCOCC3)cc2)C(=O)NCCC(C)C)cc1OC (stereo unspecified)	0.1	7	-1.9	-3	3	-1	0.1	-0.7	1.6	2.6	-1.1
COc1cc(SC)ccc1C(=O)Nc1cc(C)ccn1	4.2*	2	9.2*	3	3	2	5.5	0.3	-1.4	15*	0.7
CC(=O)c1ccc(OCc2cc(C(=O)N(C)C3CCOC3)no2)cc1 (stereo unspecified)	4.0*	0	7.1*	0	-4	5	5.7	0.8	2.6	11*	0.6
Cc1cc(C)cc(N2C(=O)CC(Sc3nnnn3-c3ccccc3)C2=O)c1 (stereo unspecified)	-0.3	1	-1.1	28	-21	-6	2.9	-0.7	-0.5	0.1	-1.6
COc1ccc(NC(=O)c2cncc(Br)c2)c(S(=O)(=O)N2CCOCC2)c1	0.0	2	-0.9	3	-3	-3	-3.8	0.5	-1.3	1.0	-1.4
COc1ccc(NC(=O)C2Cc3c(-c4ccc(Cl)cc4)ccnc3O2)cc1OC (stereo unspecified)	-4.5	18	-3.8	15	-6	-7	-3.7	0.5	.	-8.4	-2.0
COc1ccc(CNC(=O)/C(C#N)=C/c2cccc(OC)c2OC)cc1	-0.6	1	0.0	9	2	-1	0.6	-4.8	0.4	-1.2	-1.0
COCCCNCCOCCSc1ccc(Cl)cc1	0.0	2	-6.3	-1	1	-7	0.9	0.6	-0.3	-7.5	-3.3
O=C(CSc1nnc(-c2ccco2)n1Cc1ccccc1)c1ccccc1	0.3	6	0.5	5	-46	5	3.8	0.1	3.7	4.0	-0.6
CCOC(=O)c1sc(NC(=S)NC(=O)c2ccco2)nc1C	-0.1	-9	3.7	1	27*	-1	2.0	-0.4	-0.7	2.0	-0.4
C[C@@]12C(=O)Nc3ccc(Br)cc3C(=O)N1[C@H]1c3cc(Br)ccc3OC[C@@H]1[C@@H]2c1ccccc1	0.0	1	-1.1	-5	9	-1	-3.6	-1.2	2.3	4.5	-1.2
O=C(OCC(=O)c1ccc[nH]1)c1ccc(Cl)c(Cl)c1	-1.4	-8	-0.5	3	10	-3	0.0	0.1	1.7	1.4	-1.2
COc1nc(Oc2ccc(C(=O)O)cc2)nc(Oc2ccc(C(=O)O)cc2)n1	0.4	-6	-1.1	5	2	2	-1.0	0.7	1.3	0.7	-1.0
COC(=O)c1ccc(NC(=O)CSc2nnc(CNc3ccc(F)cc3)n2C)cc1	0.1	-2	-2.4	-6	-5	-1	-2.7	-0.3	0.7	-0.2	-1.8
CC(C)(C)NC(=O)C(c1cccnc1)N(C(=O)c1csnn1)c1ccccc1 (stereo unspecified)	-0.2	-1	-1.0	3	0	-2	0.9	0.1	1.4	-0.6	-1.0
O=C(CNC(=O)c1ccccc1F)NNC(=O)c1ccccc1O	0.5	-13	-0.8	2	3	0	1.8	-1.8	-1.5	1.2	-0.7
CN(C)C(=O)CSc1nnc(NC(=O)CCc2ccccc2)s1	-0.2	3	-0.1	1	5	0	0.1	1.0	-1.6	1.4	-1.0
CCOC(=O)c1ccc(S(=O)(=O)N2CCN(CCC#N)CC2)cc1	-1.0	-1	-0.1	-4	8	-2	0.3	0.6	0.6	3.7	-0.4
O=C(c1cc(Cl)ccc1[N+](=O)[O-])N1CCc2ccccc2C1	-0.8	4	0.7	-1	2	-2	0.9	0.3	-0.2	2.3	-0.2
Cc1c(C)c2ccc(OC(C)C(=O)N3CC[C@@]4(O)CCCC[C@H]4C3)c(C)c2oc1=O (stereo partly specified)	0.5	3	0.7	1	13	0	-0.2	1.0	3.5	-1.9	-1.6
CCc1ccc(OCC(=O)N(Cc2ccccc2)C2CCS(=O)(=O)C2)cc1 (stereo unspecified)	-0.2	-3	0.2	0	-10	3	2.4	-0.7	-0.3	0.4	-0.9
CCOC(=O)CNC(=O)CSc1nnc(-c2ccco2)n1N	0.5	2	-1.4	2	9	-4	-2.7	0.0	-0.3	-0.2	-1.4
S=c1cn[nH]c2ccccc12	0.6	1	4.0	0	5	-1	2.1	-0.8	0.2	6.1	0.4
Cc1ccc(OCC(=O)N/N=C/c2ccc([N+](=O)[O-])o2)cc1	-1.0	0	0.3	2	6	-4	1.6	0.1	-0.6	-6.1	-1.5
CC(=O)OC(C=C(C)C)C/C(C)=C/COc1c2ccoc2cc2oc(=O)ccc12 (stereo unspecified)	-1.9	-14	-1.4	-18	-8	-4	-0.2	1.4	-1.1	1.4	-0.5
CCOC(=O)CC1COCCN1Cc1cn[nH]c1-c1ccc2c(c1)OCO2 (stereo unspecified)	-0.6	-2	-1.8	-3	-3	1	-2.1	-0.4	-0.7	-2.1	-1.5
O=C(CN1CCN(c2ccccn2)CC1)Nc1ccc([N+](=O)[O-])cc1C(=O)Nc1ccccc1F	-5.8	-1	-3.4	-6	3	2	1.2	0.6	-1.6	0.5	-1.6
Cc1ccc(N2CN=C3SCC(=O)N3C2)cc1C	0.1	3	-0.3	-7	8	4	2.0	0.1	1.0	4.0	0.3
O=C1C=C(c2ccc(-c3ccccc3)c(F)c2)C[C@@H](c2ccc3c(c2)OCO3)C1	0.3	-1	-0.9	6	0	0	0.7	0.0	2.5	-1.5	-1.4
CCCC(=O)NCC(c1cccs1)S(=O)(=O)c1ccc(Cl)cc1 (stereo unspecified)	-0.4	7	-2.6	7	4	-1	0.6	-1.5	0.7	-1.8	-0.5
Cc1cccc(NC(=O)N(C)Cc2cccs2)c1	-0.2	-4	-0.4	0	3	3	2.2	0.1	0.9	6.6	-1.3
COC(=O)C1=C(C(=O)OC)[N+]2=C3N(C(=O)NC2(C)C)[C@H](CO)C[C@@]32c3ccccc3N(Cc3ccccc3)[C@@H]12	-0.5	-9	-0.3	-5	-3	0	-2.3	0.1	0.2	-2.2	-1.4
CCCC(C)NC(=O)COc1ccc(Sc2ccc(OCC(=O)NC(C)CCC)cc2)cc1 (stereo unspecified)	-0.2	0	-0.1	2	-4	-2	-1.2	-0.1	0.5	-1.2	-1.3
CCCSc1sc(C(=O)OC)c(-c2cccs2)c1C#N	-0.4	1	-1.3	5	11	-3	.	-0.6	.	-0.1	-1.6
CCOC(=O)C1CCCN(C(=O)CCNS(=O)(=O)c2cc(Br)cnc2N)C1 (stereo unspecified)	-0.5	-2	-0.9	-2	0	0	-0.3	-0.3	0.1	2.1	-1.2
COc1ccc(C(=O)OCc2ccccc2F)cc1S(=O)(=O)N1CCCC1	-1.2	5	-2.0	3	-5	-4	1.7	0.1	-1.6	-2.3	-0.9
